IDE cell activ: human IDE activators in live cells, primary screen, fluorescence polarization, HEK cells, FAbeta-B substrate; actives 0.073% (n = 340,000); activation, % at 5.96 µM; FAbeta-B cleavage; 0% vehicle, 100% cell-free pure enzyme wells; Insulin-degrading enzyme (Homo sapiens), P14735; AID 493087, 2011;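 active = activation above the mean of all tested compounds plus 3 SD, set per screening campaign, cut at about 17% in these data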
PfM18AAP inh: PfM18AAP inhibitors, malaria aminopeptidase, primary screen, biochemical, QFRET, recombinant enzyme; M18 aspartyl aminopeptidase (Plasmodium falciparum 3D7); actives 1.2% (n = 290,000); H-Glu-NHMec fluorogenic cleavage; inhibition, % at 7.35 µM;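 active = inhibition above the campaign mean inhibition over all tested compounds plus 3 SD, cut at about 28% in these data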;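 also: 0% = plate median of test compound wells and 100% = 2 mM ZnCl2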
IMP-1 inh: IMP-1 metallo-beta-lactamase inhibitors, primary screen, biochemical, epi-absorbance readout, Pseudomonas aeruginosa enzyme; actives 0.45% (n = 290,000); metallo-beta-lactamase IMP-1 (Pseudomonas aeruginosa); inhibition, % at 5.6 µM; purified IMP-1, nitrocefin hydrolysis, epi-absorbance fluorescence;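 active = inhibition above the mean plus 3 SD of all compounds in the same screening run, cut at about 4.5% in these data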;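 also: 0% = IMP-1 with DMSO and 100% = DMSO wells lacking enzyme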
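Test system: recombinant IMP-1 enzyme, purified / Medium: HEPES buffer pH 7.1 with ZnSO4 and Brij 35 / Doses: single dose, 5.6 µM / Times: 25 °C, 15 min preincubation, 25 min reaction / Detection: Epi-absorbance via hydrolysed-nitrocefin quenching of white-plate fluorescence, 480/530 nm, EDTA stop / Evaluation: percent inhibition from optical density relative to buffer-blank wells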
p-CIP stab down: p/CIP-EGFP fusion destabilizers, primary screen, fluorescence, F442A cells; decrease of EGFP signal, % at 10 µM; 16 h; actives 0.01% (n = 290,000); Q05BA5; AID 1984, 2009;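 active = EGFP signal decrease of at least 30% at 10 µM or well 3 SD below plate mean, unless failing retest; inactive = the rest, including hits failing retest or dose response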; also: some compounds called inactive have numbers as strong as hits; many of its hits are not listed in these tables
Target sequence (Q05BA5 1-1403): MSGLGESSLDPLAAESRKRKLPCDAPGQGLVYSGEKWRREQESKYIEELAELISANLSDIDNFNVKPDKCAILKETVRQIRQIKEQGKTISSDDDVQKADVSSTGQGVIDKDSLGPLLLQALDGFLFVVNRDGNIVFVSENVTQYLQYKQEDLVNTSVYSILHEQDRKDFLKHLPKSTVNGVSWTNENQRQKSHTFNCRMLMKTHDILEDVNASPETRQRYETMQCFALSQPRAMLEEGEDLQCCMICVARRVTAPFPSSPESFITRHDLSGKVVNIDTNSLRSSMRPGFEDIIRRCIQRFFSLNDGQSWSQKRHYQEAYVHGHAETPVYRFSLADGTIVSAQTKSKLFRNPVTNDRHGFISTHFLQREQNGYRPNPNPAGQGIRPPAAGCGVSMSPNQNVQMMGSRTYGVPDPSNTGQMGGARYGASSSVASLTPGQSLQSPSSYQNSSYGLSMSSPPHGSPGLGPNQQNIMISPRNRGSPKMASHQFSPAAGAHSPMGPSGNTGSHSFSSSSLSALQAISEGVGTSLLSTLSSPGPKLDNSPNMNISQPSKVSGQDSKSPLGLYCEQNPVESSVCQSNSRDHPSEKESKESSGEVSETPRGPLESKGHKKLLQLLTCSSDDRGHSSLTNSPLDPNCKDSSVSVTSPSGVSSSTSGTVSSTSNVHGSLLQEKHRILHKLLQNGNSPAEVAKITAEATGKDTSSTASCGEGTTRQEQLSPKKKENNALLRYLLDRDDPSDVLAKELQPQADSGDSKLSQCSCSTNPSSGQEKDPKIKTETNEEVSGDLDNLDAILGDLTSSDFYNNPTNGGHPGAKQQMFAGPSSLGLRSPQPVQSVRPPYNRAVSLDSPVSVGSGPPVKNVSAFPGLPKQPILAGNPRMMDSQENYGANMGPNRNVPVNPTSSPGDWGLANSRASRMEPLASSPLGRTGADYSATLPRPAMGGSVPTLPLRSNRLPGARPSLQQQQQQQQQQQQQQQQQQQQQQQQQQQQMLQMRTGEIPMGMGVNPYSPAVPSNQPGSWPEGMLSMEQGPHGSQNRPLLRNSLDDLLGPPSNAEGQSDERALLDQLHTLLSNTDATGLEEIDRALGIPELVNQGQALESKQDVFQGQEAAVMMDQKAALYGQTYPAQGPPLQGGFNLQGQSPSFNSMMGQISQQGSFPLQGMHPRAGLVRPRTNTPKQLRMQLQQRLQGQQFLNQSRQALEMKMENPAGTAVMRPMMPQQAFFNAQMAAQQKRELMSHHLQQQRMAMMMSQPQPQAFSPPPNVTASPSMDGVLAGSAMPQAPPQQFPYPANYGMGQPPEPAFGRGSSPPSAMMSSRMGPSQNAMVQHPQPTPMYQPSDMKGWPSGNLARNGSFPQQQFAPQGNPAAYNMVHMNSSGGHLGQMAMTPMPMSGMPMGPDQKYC
SUMO HTRF inh: inhibitors of in vitro SUMOylation cascade, primary screen, biochemical, HTRF, uHTS | SUMO-conjugating enzyme UBC9 (Homo sapiens), P63279 | inhibition, % at 35 µM | actives 0.36% (n = 290,000) | HTRF SUMOylation assay, SAE1/SAE2 + UBC9 | AID 2006, 2009; in the data active = inhibition above about 50%, passing the limit was not always enough; also: strong numbers were not always called active
VIM-2 inhibitor: VIM-2 metallo-beta-lactamase inhibitors, primary screen, biochemical, epi-absorbance readout, Pseudomonas aeruginosa enzyme | inhibition, % at 5.6 µM | purified VIM-2, nitrocefin hydrolysis, epi-absorbance fluorescence | actives 0.89% (n = 290,000);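 active = inhibition above the mean of all tested compounds plus 3 SD, cutoff set per screening run, cut at about 7.5% in these data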;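 also: red hydrolysis product quenches plate fluorescence so inhibitors raise well fluorescence; 0% = enzyme with DMSO and 100% = DMSO without enzyme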
NS3 helicase inh: inhibitors of HCV NS3 helicase, primary screen, biochemical, Cy5 molecular beacon fluorescence. Hepatitis C virus NS3 helicase. NS3 helicase DNA unwinding. inhibition, % at 10.9 µM. actives 0.56% (n = 290,000). AID 1800, 2009;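 active = inhibition above the mean of all tested compounds plus 3 SD, set per campaign, cut at about 35% in these data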;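 also: 0% = DMSO wells and 100% = thioflavine S control wells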
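System: HCV NS3 helicase fragment; control set: DMSO and thioflavine S; technique: Cy5 fluorescence at 0 and 60 min, beacon hairpin quenching; reagent: beacon DNA duplex substrate plus ATP; replicates: singlicate; schedule: 1 h reaction at 25 °C, ATP-initiated; medium: MOPS buffer pH 6.5 with MgCl2, DTT, Tween20, BSA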
IDE inh: human IDE inhibitors in live cells, primary screen, fluorescence polarization, HEK cells, FAbetaB substrate; Insulin-degrading enzyme (Homo sapiens), P14735; FAbetaB cleavage; inhibition, % at 5.59 µM; actives 0.41% (n = 320,000); AID 434962, 2010;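 active = percent inhibition above the average of all tested compounds plus 3 SD, set per screening campaign, cut at about 16% in these data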;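 also: IDE supplied by intact live HEK cells; FP after avidin binding of uncleaved biotin substrate so inhibition keeps polarization high; 0% = DMSO wells and 100% = 60 µM reference IDE inhibitor Ii1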
FID counter: compounds displacing fluorescent DNA intercalator, primary screen, artefact control for HCV NS3 helicase inhibitor project, biochemical, FID fluorescence; DNA fluorescent intercalator displacement; inhibition, % at 7.9 µM; actives 0.17% (n = 290,000); in the data active = inhibition above about 37%;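 also: 0% = vehicle and 100% = reference compound; higher means more ethidium bromide displaced from hairpin DNA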
An asterisk follows results filed as active; · = not tested or not shown.

SMILES	IDE cell activ	PfM18AAP inh	IMP-1 inh	p-CIP stab down	SUMO HTRF inh	VIM-2 inhibitor	NS3 helicase inh	IDE inh	FID counter
COc1cccc(C(=O)NCC(=O)OCC(=O)Nc2cc(OC)c([N+](=O)[O-])cc2C)c1	1.1	-0.1	-0.4	-2.8	12.0	-1.6	-12.1	1.0	4.5
Cc1nc(C)n(C(C)CNS(=O)(=O)c2ccc(Cl)cc2)n1 (stereo not given)	7.0	4.9	-2.4	-4.2	1.1	-1.6	-3.7	-2.6	-3.7
C=CCNC(=O)[C@@H]1CSC2c3ccc(OC)c(OC)c3C(=O)N21 (stereo not given in full)	6.7	-5.5	-5.7	5.4	12.3	-0.4	22.1	7.3	-18.3
CC1(C(=O)Nc2nnc(SCc3ccccc3)s2)Cc2ccccc2C(=O)O1 (stereo not given)	-9.6	0.6	-0.4	-20.8	15.5	-4.4	4.1	-0.5	-31.5
CCOC(=O)C1C(=O)CC(C)(O)C(C(=O)OCC)C1c1ccc([N+](=O)[O-])cc1 (stereo not given)	5.5	-7.2	-4.3	-8.9	-3.7	-4.5	10.8	5.0	-7.7
CC1CCCCC1NC(=S)Nc1cccc(S(=O)(=O)N(C)C)c1 (stereo not given)	-1.1	2.1	-3.2	6.5	-15.7	-4.2	9.9	1.4	-8.7
CCOC(=O)c1ccc2c(c1)C(=O)N(C1CCCCC1)C2=O	0.3	0.3	-2.7	-19.4	4.6	-2.4	-5.5	1.0	-4.1
O=C(Cn1c(CSc2ccccc2)nc2ccccc21)Nc1ccccc1	·	-0.5	-2.5	-5.5	-4.1	-3.0	-2.9	·	-7.0
COCCNC(=O)c1cc(-c2ccc(-c3ccccc3)cc2)nc2ccccc12	6.5	-3.2	0.1	-6.8	8.3	-0.9	-23.9	8.9	-32.6
O=C(CN1C(=O)C2(OCCCO2)c2ccccc21)NCCc1ccccc1	-0.2	-8.8	-1.5	7.2	-11.5	-0.1	-3.8	-0.1	-11.1
Nc1nc(NCCOCCO)nc(N2CCCCCC2)c1[N+](=O)[O-]	2.9	-8.5	-2.5	-0.3	-5.6	0.7	-3.7	·	-15.3
COC(=O)c1ccc(SC)cn1	-0.5	-2.5	-4.7	-9.2	5.6	-3.0	-7.3	1.3	-0.5
CCN(CC)S(=O)(=O)c1ccc(N(C)C)c(NC(=O)CC(NC(C)=O)c2ccccc2)c1 (stereo not given)	1.9	-0.1	-2.0	-2.7	6.0	-2.6	0.0	0.9	-24.0
COc1cc(NC(=O)c2oc3ccccc3c2C)ccc1NC(=O)c1ccco1	-6.4	-6.2	-2.1	-15.0	19.5	0.5	-19.5	8.5	-32.1
N#CC(C(N)=O)=C1CCCCC1	·	-5.4	-1.4	8.5	19.4	1.3	16.3	1.2	-0.3
CC(C)(C)c1cc(C(=O)C[n+]2ccc(C(=O)NCCCO)cc2)cc(C(C)(C)C)c1O	8.5	-9.8	-1.1	-2.1	7.7	-0.4	-17.5	-0.1	12.2
Cc1ccc(C)c(CSc2ccc3nnc(-c4ccccn4)n3n2)c1	-1.7	0.8	-2.9	-15.9	16.0	13.7*	7.8	8.2	-29.9
CC(C)(C)OC(=O)N1CCC(c2c(C(=O)N3CCN(C(=O)c4ccco4)CC3)cnn2-c2ccc(F)cc2)CC1	3.8	-3.3	-0.3	8.3	2.0	-1.2	-1.6	-0.7	-67.0
O=C(COC(=O)C1CCCC1)NCc1ccc(Cl)cc1	-0.6	-4.9	-1.7	2.1	1.8	-4.1	4.8	3.9	-15.6
COc1ccc(C2C(C#N)=C(N)Oc3cc(N)ccc32)cc1OC (stereo not given)	-0.4	13.4	-1.7	-11.9	-9.2	-1.6	33.0	2.4	-22.9
CN(C)c1cc(-c2ccc([N+](=O)[O-])cc2)oc(=O)c1Cl	5.1	-2.2	-3.1	-19.9	21.5	-0.2	5.7	4.8	2.6
CC1(C)C2CC=C(/C=N/NC(=O)c3ccccc3O)C1C2 (stereo not given)	-2.8	20.1	-2.8	-15.9	18.7	-5.1	-2.2	1.8	-13.1
CCc1ccc(NC(=O)C2CCN(S(=O)(=O)c3ccc4[nH]c(=O)ccc4c3)CC2)cc1	-9.5	-2.2	-3.4	1.0	7.1	-3.2	-0.8	0.6	-23.3
CCOc1cc(C=O)ccc1OCc1cc(=O)n2cc(C)ccc2n1	0.2	-6.8	-1.5	-3.5	10.0	-2.1	10.2	-4.6	-3.6
Cn1cc(CN2CCC(C(=O)N3CCCCC3)CC2)c(-c2ccccc2F)n1	4.6	0.6	-0.8	1.9	10.1	-0.2	1.3	2.6	3.1
COc1cccc(NC(=O)N2CCC(N3CCCCC3)CC2)c1	0.8	5.9	-5.5	1.6	-21.8	0.9	-1.7	7.7	-1.2
COCCN(CC(=O)Oc1ccccc1P(=O)(OC)OC)Cc1ccccc1	·	4.1	-2.4	-5.0	3.6	-3.8	2.6	-2.1	-15.3
COc1ccc(NC(=O)C(Cc2ccccc2)n2cccc2)c(OC)c1 (stereo not given)	6.9	-0.6	-2.4	2.1	-12.0	-2.5	1.2	1.2	-19.1
O=C(N/N=C\c1cccs1)c1sccc1-n1cccc1	-1.1	2.2	-0.3	-5.2	-0.5	-1.3	9.8	7.8	-3.8
Cc1cc(Br)c2c(c1)/C(=C/C(=O)c1cccs1)C(=O)N2	-15.1	18.0	-2.0	-5.9	-1.4	-1.7	-0.9	7.9	-9.4
CC(C)CNC(=O)[C@@H]1CSC2c3ccccc3C(=O)N21 (stereo not given in full)	-2.9	-6.3	-3.4	-11.0	7.9	-1.9	-7.9	·	-13.2
C=CCn1cccc(C(=O)Nc2ccc(C)c(C)c2)c1=O	4.3	6.1	-2.8	-9.9	8.1	-5.5	0.1	7.9	-19.1
CC(C)(C)Cc1nnc(NC(=O)Cc2cccs2)s1	·	6.9	0.1	-20.5	19.8	-2.9	14.5	3.2	-15.3
C#CCNC(=O)C1=C[C@H](c2ccc(C(F)(F)F)cc2)C[C@H](OCCCCO)O1	0.2	-3.8	-2.1	-6.1	14.0	-3.5	3.3	2.7	-24.3
Cn1cc(C(=O)N/N=C/c2cccs2)c2ccccc21	-0.2	-39.2	-2.6	10.8	-1.4	-4.2	-6.5	2.9	-3.2
COc1ccc(C(=O)CC(=O)C(=O)Nc2ccccc2C(F)(F)F)cc1	0.2	-0.2	-3.2	-5.2	-7.9	-2.7	34.1	0.6	-13.9
O=C(CSc1nc2scc(-c3ccccc3)c2c(=O)[nH]1)Nc1ccccc1	-2.1	3.9	-2.0	5.1	10.0	-1.1	9.8	-2.2	-13.8
O=C1NN=COc2ccccc21	-2.6	2.1	-2.3	4.6	5.6	-2.0	-13.3	-0.6	-1.3
CC1CCN(CCOc2ccc(OCc3ccccc3)cc2)CC1	-1.5	2.9	-2.1	14.0	-9.1	-2.9	-25.1	1.4	13.1
COc1ccc2c(c1)[n+](=O)c(C(C)=O)c(C)n2[O-]	3.0	3.9	-2.3	2.7	10.3	-4.1	2.6	3.6	-0.9
O=C(N/N=C/c1coc2ccccc2c1=O)c1cn(-c2ccccc2)nc1-c1ccc(F)cc1	0.0	0.8	-0.2	4.3	-16.4	-1.4	10.7	5.5	-0.2
COc1ccc(C(=O)NCCc2c[nH]c3ccccc23)cc1	1.6	4.6	-2.4	6.6	-0.3	0.7	6.8	1.0	-4.9
O=C(Nc1ccc(Cl)cc1)C1CCN(C(=O)NC2CCCCC2)CC1	-7.1	-4.4	0.4	-0.7	12.6	-0.1	0.2	5.5	-4.6
O=C1CCN(CCc2ccccc2)CCN1[C@H](COc1ccccc1)Cc1ccccc1	1.6	5.9	-5.0	-11.0	-15.4	-0.5	-45.7	6.0	-9.3
O=C(Nc1cccc2ccccc12)C1CCCC1	-2.2	-1.9	-4.4	0.1	3.4	-1.2	-6.5	·	-5.6
Cc1cccnc1NC(=O)CCNC(=O)c1ccc(Cl)cc1	-1.1	-1.5	-1.6	10.5	-2.6	0.3	-2.5	-2.6	-5.0
Nc1c(NC2CCCCC2)c2ccccc2oc1=O	5.0	4.6	-2.5	9.8	-33.5	-2.7	-2.0	4.7	-2.1
COC(=O)CC1C(=O)NC(C)=C1C(=O)OC (stereo not given)	·	17.1	-2.7	-6.5	3.2	-2.2	-3.9	10.0	-1.3
Cc1ccccc1C(=O)N/N=C1\SCC(=O)N1Cc1ccco1	2.9	-3.1	-0.8	-5.9	-1.6	-0.7	-0.8	-1.5	-1.0
O=C(CCn1cccc(C(F)(F)F)c1=O)Nc1cccc(C(F)(F)F)c1	·	-8.5	-2.2	-5.1	3.3	-2.3	0.5	4.4	-3.5
The list continues:
SMILES	IDE cell activ	PfM18AAP inh	IMP-1 inh	p-CIP stab down	SUMO HTRF inh	VIM-2 inhibitor	NS3 helicase inh	IDE inh	FID counter
COc1cc(C(c2c(C)[nH][nH]c2=O)c2c(C)[nH][nH]c2=O)cc(OC)c1OC	3.5	34.9*	-3.3	-10.1	22.4	-1.1	6.9	4.7	-14.7
COc1ccc(CC(NC(C)=O)C(=O)NC2CCN(C(=O)c3cc(OC)c(OC)c(OC)c3)CC2)cc1 (stereo not given)	3.2	-8.7	0.8	-2.1	7.8	0.7	8.7	5.1	-36.9
O=C(Nc1nn[nH]n1)c1cccc([N+](=O)[O-])c1	-0.7	15.4	-2.2	1.3	-3.0	1.8	-6.1	-4.3	3.5
O=C(COC(=O)c1cncc(Br)c1)NCc1ccccc1Cl	2.8	0.8	-3.6	6.6	10.1	-3.5	-2.2	7.9	1.9
O=C(c1ccco1)N1CCN(S(=O)(=O)c2ccc(S(=O)(=O)NC3CCCCC3)cc2)CC1	-2.1	-3.4	-3.0	-0.7	2.2	-2.0	-10.2	3.8	-32.0
Cc1ccc(S(=O)(=O)N2CCN(C(=O)CCn3nc(C)c(C)c3C)CC2)cc1	4.2	-3.6	-1.9	-8.5	11.5	-0.9	7.7	10.4	-38.8

A different layout for two compounds above.
> O=C(COC(=O)c1cncc(Br)c1)NCc1ccccc1Cl
  IDE cell activ: 2.8	PfM18AAP inh: 0.8	IMP-1 inh: -3.6	p-CIP stab down: 6.6	SUMO HTRF inh: 10.1	VIM-2 inhibitor: -3.5	NS3 helicase inh: -2.2	IDE inh: 7.9	FID counter: 1.9
> O=C(c1ccco1)N1CCN(S(=O)(=O)c2ccc(S(=O)(=O)NC3CCCCC3)cc2)CC1
  IDE cell activ: -2.1	PfM18AAP inh: -3.4	IMP-1 inh: -3.0	p-CIP stab down: -0.7	SUMO HTRF inh: 2.2	VIM-2 inhibitor: -2.0	NS3 helicase inh: -10.2	IDE inh: 3.8	FID counter: -32.0

Assay outcomes: PubChem, several laboratories

Compounds were not picked by outcome (roughly 3.6% active in at least one column).
